PAX8 inh HTS – inhibitors of PAX8-driven TPO luciferase reporter, primary screen, RMG-I cells, single concentration | SteadyGlo, 24 h | inhibition, % at 12.6 µM | hit rate 1.2% among 360,000;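 active means mean replicate inhibition at least 60% with every replicate also reaching 60%; inconclusive means only one of the two criteria is met; inactive means mean below 60% and not all replicates reaching 60%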;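 further: luciferase light reporting Pax8 driven TPO promoter activity; plate controls were median of neutral control wells for no effect and mitoxantrone controls for full effect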
FN deposit inh – inhibitors of fibronectin matrix deposition, primary screen, AH1F cells, Alexa488-fibronectin fluorescence, plate reader. inhibition, % at 12.6 µM. hit rate 0.086% among 350,000. AH1F fibroblasts, overnight;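 active means mean inhibition across replicates of 30% or more, regardless of how many single replicates reach that level; inconclusive means mean under 30% yet at least half of replicates reach 30%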;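 further: positive control wells lacked labelled fibronectin entirely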
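Test system: AH1F fibroblast monolayer depositing Alexa488-labelled fibronectin into matrix. Input: 10000 cells per well. Technique: fluorescence, ex 485 nm, em 525 nm. Buffer or medium: DMEM plus 2% serum, read in PBS. Timing: 1 h cell adhesion before compound, then overnight fibronectin incubation. Compound: single dose, pinned. Read-out basis: inhibition from reduced deposited-fibronectin fluorescence.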
Cneo AK release – Cryptococcus neoformans cell lysis inducers, primary screen, AK release luminescence, single concentration. C. neoformans lysis, adenylate kinase release luminescence, 4 h; normalised: neutral wells 0, clomiphene wells 100. lysis activity, % at 15 µM. hit rate 0.2% among 360,000;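 active means mean lysis activity across replicates of at least 80%, whatever share of replicates individually reach that level; inactive means mean lysis activity below 80%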
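Test system: log-phase Cryptococcus neoformans yeast cells. Input: 5 × 10^6 yeast cells/mL. Medium: fresh YPD growth medium. Doses: single dose. Incubation: static 4 h at 37 °C with compound, 1 h detection. Measured by: luminescent adenylate kinase detection reagent. Read-out: signal increase indicating cell lysis. Benchmarks: Clomiphene.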
PGC1a acetyl inh – inhibitors of PGC1a acetylation signal, primary screen, cell-based, U2OS, AlphaScreen, inhibitor mode; AlphaScreen anti-acetyl-lysine; with virally co-expressed GCN5 acetyltransferase; inhibition, % at 15.6 µM; hit rate 0.17% among 350,000; AID 651687, 2012;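 active means every replicate shows inhibition of at least 40%; inconclusive means mean inhibition at least 40% but some replicate below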;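 further: 0% = neutral control wells and 100% = positive control wells; some results beyond the cut were filed as inactive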
LGR2 inh – inhibitors of bursicon-induced LGR2 CRE-luciferase signal, primary screen, cell-based, HEK293, CRE-luciferase reporter, bursicon stimulation. Drosophila bursicon receptor LGR2 (rickets). bursicon-stimulated, 4 h. inhibition, % at 9.99 µM. hit rate 0.35% among 380,000;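 active means drop in luminescence signal, shown as inhibition above about 50% in the replicate tests, limit read from the data, passing the limit was not always enough; inconclusive means probably only some replicates passing the limit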;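 further: agonist challenge used bursicon conditioned medium at about half maximal strength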
miR-122 sensor – miR-122 Renilla sensor signal increase in Huh7, primary screen, miR-122 inhibitor project, cell-based, single point, plate reader. Huh7 miR-122 Renilla luciferase sensor, 48 h; neutral wells = 0, positive control = 100. activation (reporter increase), % at 12.5 µM. hit rate 0.3% among 340,000. AID 602342, 2012;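 active means mean replicate activation score at least 90 and every replicate individually at or above 90; inconclusive means only one of the two criteria met; inactive means neither criterion met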;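 further: higher luciferase means less miR-122 activity so hits act as miR-122 inhibitors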
Casp6 inh – human caspase-6 inhibitors, primary screen, biochemical, VEID-R110 fluorescence, single point, set 2; inhibition, % at 12.5 µM; purified caspase-6, Z-VEID-R110 cleavage fluorescence; P55212; hit rate 0.53% among 350,000;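 active means mean inhibition across replicates at least about 35%, with every replicate also reaching that limit, limit read from the data; inconclusive means only one of the two criteria met; inactive means neither criterion met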;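 further: 0% = median of neutral control wells and 100% = no fluorescence left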
Target sequence (P55212 24-179 limits assumed): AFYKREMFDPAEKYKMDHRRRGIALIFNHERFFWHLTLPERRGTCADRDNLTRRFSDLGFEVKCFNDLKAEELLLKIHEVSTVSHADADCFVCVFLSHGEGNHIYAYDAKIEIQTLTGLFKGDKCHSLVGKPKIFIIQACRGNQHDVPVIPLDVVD
Target sequence (P55212 194-293 limits assumed): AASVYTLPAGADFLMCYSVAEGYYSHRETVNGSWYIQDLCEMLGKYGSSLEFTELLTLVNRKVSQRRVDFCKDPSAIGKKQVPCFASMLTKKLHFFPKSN
EWS-Fli block – EWS/Fli-driven NR0B1 reporter inhibitors, primary screen, A673 cells, NR0B1 luciferase, luminescence, MLPCN library. viability-normalised. inhibition, % at 12.6 µM. AID 651661, 2012. hit rate 0.67% among 350,000;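 active means mean inhibition of at least 50% after viability correction, with every replicate also passing that limit; inconclusive means mean reaches 50% but only one of two replicates passes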;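 further: firefly luciferase signal divided by Alamar Blue viability fluorescence both relative to DMSO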
Active calls of the source: *; ? = inconclusive; nt = not tested or not shown; & = joins results of further samples; [ ] = dose if it differs, or a comment.

nr	mol	PAX8 inh HTS	FN deposit inh	Cneo AK release	PGC1a acetyl inh
1	COc1cc(C(=O)OCC(=O)NC2CCCCC2)cc(OC)c1OC	-8	-12	1	nt
2	CC(C)NC(=O)Nc1cccc2c1O[C@H](CN(C)C(=O)NC1CCCCC1)[C@@H](C)CN([C@H](C)CO)C2=O	10	-4	0	-2
3	COc1ccc2cc(C#N)c(Nc3cccc(F)c3)nc2c1	-5	2	nt	14
4	CCCN(C)C[C@H]1Oc2ncc(Br)cc2C(=O)N([C@@H](C)CO)C[C@@H]1C	5	-6&-1	-1&3&-7	-6&12
5	Cc1noc(C)c1NC(=O)Nc1ccc2c(c1)CC(=O)N([C@@H](C)CO)C[C@@H](C)[C@H](CN(C)S(=O)(=O)c1c(C)noc1C)O2	2	14	-1	-3
6	COC(=O)c1c(NC(=O)COC(=O)CNC(=O)C2CCCCC2)sc(C)c1C	-11	-4	0	nt
7	CO[C@@H]1CN(C)C(=O)c2cc(NS(C)(=O)=O)ccc2OC[C@H](C)N(Cc2ccccn2)C[C@@H]1C	nt	-3	nt	8
8	CC(C)(C)c1ccc(O)c(N=Cc2cc3c(cc2[N+](=O)[O-])OCO3)c1	-9	-4	1	nt
9	C/C(=N\NC(=O)c1ccncc1)c1cccnc1	0	-8	-3	2
10	O=C(C[C@@H]1CC[C@@H]2[C@H](COC[C@H](O)CN2S(=O)(=O)c2ccccc2F)O1)N1CCC(Cc2ccccc2)CC1	15	-4	-2	1
11	N/C(COc1ccccc1)=N\NS(=O)(=O)c1ccccc1	nt	9	-1	0
12	CC(C)NC(=O)Nc1ccc2c(c1)C(=O)N([C@@H](C)CO)C[C@@H](C)[C@@H](CN(C)C(=O)Nc1ccc(F)cc1)OCCCC[C@@H](C)O2	14	13	0	17
13	O=C(Cc1cccc2ccccc12)OCn1nnc2ccccc2c1=O	5	1	14	0
14	CC(C)[C@H](NC(=O)c1cccc(CN(Cc2ccccc2)C(=O)c2ccccc2)c1)C(=O)O	-9	-23	nt	nt
15	C[C@@H]1CN([C@@H](C)CO)C(=O)c2cc(NC(=O)c3ccccc3)ccc2O[C@@H](C)CCCCO[C@H]1CN(C)C(=O)CCC(F)(F)F	-16	7	-4	-14

nr	LGR2 inh	miR-122 sensor	Casp6 inh	EWS-Fli block
1	nt	-1	-3	4
2	7	2	3	-2
3	?	4	-4	1
4	-5&38	3	1&-1&-4	-5&4&-9
5	21	3[16.7 µM]	-5	-3
6	nt	-3	-5	8
7	-7	-21[16.7 µM]	nt	-6
8	-11	nt	1	2
9	3	-1	3	-3
10	19	-4[16.7 µM]	nt	12
11	nt	5	nt	nt
12	-5	-2[16.7 µM]	-1	-5
13	0	-4	0	-3
14	nt	nt	-2	17
15	22	0[16.7 µM]	1	-3

Going on with the list.
nr	mol	PAX8 inh HTS	FN deposit inh	Cneo AK release	PGC1a acetyl inh
16	CC(C)(C)CC(=O)Nc1ccccc1N1CCN(c2ccc(F)cc2)CC1	18	-2	-1	-11
17	CCCC(=O)Nc1ccc2c(c1)OC[C@@H](C)N(C(=O)c1ccccn1)C[C@H](C)[C@@H](OC)CN(C)C2=O	-8	1	5	1
18	O=C(CSC1=NS(=O)(=O)c2cc(F)ccc2N1)Nc1cccc(F)c1	7	0	-1	6
19	Cc1ccc2c(SCC(=O)NCc3ccco3)nc(-c3ccc(F)cc3)nc2c1	nt	3	-1	4
20	Cc1noc(C)c1S(=O)(=O)Nc1ccc2c(c1)C(=O)N([C@H](C)CO)C[C@@H](C)[C@@H](CN(C)C(=O)Nc1ccc3c(c1)OCO3)O2	nt	nt	19	-8
21	COC(=O)c1c(NC(=O)CN2CCN(C(=O)c3ccco3)CC2)c2cc(C)ccc2n1C	nt	3	0	-16
22	C/C=C/c1ccc(OCC(=O)Nc2cc(S(=O)(=O)N3CCOCC3)ccc2N2CCCC2)c(OC)c1	26	-2	2	19
23	CO[C@@H]1CN(C)C(=O)c2cc(NC(=O)Nc3ccccc3Cl)ccc2OC[C@@H](C)N(C(C)=O)C[C@H]1C	10	-2	-2	9
24	Cc1cc(C(=O)COC(=O)c2ccc(F)cc2)c(C)n1C	-201	-3	-8	9
25	S=C(Nc1ccccc1)N(CCN1CCOCC1)Cc1cccc(Cl)c1	1	-3	3	1
26	Cc1noc(C)c1NC(=O)Nc1ccc2c(c1)CC(=O)N([C@@H](C)CO)C[C@@H](C)[C@@H](CN(C)C(=O)Nc1ccc(F)cc1)O2	-17	nt	-2	-11
27	CN(C)S(=O)(=O)c1ccc(Cl)c(NC(=O)CN2CCNC(=O)C2)c1	-11	-4	nt	0
28	Cc1ccc(C2=C/C(=C\c3cccnc3)C(=O)O2)cc1	13	-14	1	0
29	O=C(NNC(=S)Nc1ccccc1)c1cccc(Br)c1	nt	nt	-1	-5
30	CCCC(=O)Nc1ccc2c(c1)C(=O)N(C)C[C@@H](OC)[C@@H](C)CN(Cc1ccncc1)[C@@H](C)CO2	nt	-2	nt	3

nr	LGR2 inh	miR-122 sensor	Casp6 inh	EWS-Fli block
16	15	9	1	22
17	2	nt	4	0
18	21	0	2	1
19	2	8	nt	nt
20	-3	2[16.7 µM]	-2	-1
21	nt	-2	nt	nt
22	12	-3	-1	6
23	-9	10[16.7 µM]	-1	-14
24	-65	-13	1	-130
25	23	-5	-2	5
26	0	2[16.7 µM]	-3	2
27	14	1	3	-11
28	18	-5	11	9
29	-51	3	nt	nt
30	-23	-15[16.7 µM]	nt	1

(cont.)
nr	mol	PAX8 inh HTS	FN deposit inh	Cneo AK release	PGC1a acetyl inh
31	COc1ccc(C(=O)COC(=O)c2ccc(Cl)nc2)cc1OC	-20	17	-7	-4
32	CC(C)n1c(N2CCN(CC(=O)Nc3ccc4c(c3)OCCO4)CC2)nc2ccccc21	14	-10	7	5
33	COc1ccccc1NC(=O)COC(=O)CCS(=O)(=O)c1ccc(C)cc1	-2	0	4	nt
34	CC(=O)Nc1ccc(S(=O)(=O)N(C)CC(=O)Nc2ccc(F)c(F)c2F)cc1	3	-6	nt	-1
35	CCC(=O)N1C[C@H](O)COC[C@H]2O[C@@H](CC(=O)N3CCCCC3)CC[C@@H]21	12	-19	0	6
36	COc1ccc(OCc2n[nH]c(=S)n2N)cc1	-8	7	nt	nt
37	CS(=O)(=O)NNC(=O)C1Cc2c(ccc3ccccc23)O1 (configuration not stated)	20	1	-1	-3
38	CCC(C)(C)NC(=O)C(c1ccc(OC)cc1)N(CC1CCCO1)C(=O)CCC(=O)Nc1cc(C)on1 (configuration not stated)	18	7	4	0
39	CCOc1ccc(/C=N/OCC(=O)Nc2ccc(OCc3ccccc3)cc2)cc1OC	-8	-15	nt	15
40	CCn1c(CN2CCOCC2)nnc1SCC(=O)Nc1ccc(C)cc1	1	-3	3	nt
41	Cc1ccc(F)cc1S(=O)(=O)N[C@@H]1CCN(Cc2ccc3[nH]ccc3c2)C1	-2	nt	0	nt
42	O=C(COC(=O)c1cc(Cl)ccc1O)NCCNC(=O)COC(=O)c1cc(Cl)ccc1O	-3	5	-3	nt
43	COc1ccc(CC(=O)O/N=C(\N)c2cccc([N+](=O)[O-])c2)cc1	22	2	-1	3
44	COc1ccc2cc(C(C)c3nc4ccccc4c(=O)n3N)ccc2c1 (configuration not stated)	17	4	-7	2
45	COc1ccc(NS(=O)(=O)c2cccc(C(=O)N/N=C/c3cccs3)c2)cc1	28	-2	-1	-1

nr	LGR2 inh	miR-122 sensor	Casp6 inh	EWS-Fli block
31	5	7	3	-3
32	nt	-7	nt	nt
33	26	-6	-1	1
34	-16	nt	2	1
35	4	1[16.7 µM]	0	-15
36	-13	-10	-1	3
37	-5	11	-1	1
38	nt	-3	nt	nt
39	-9	nt	1	-3
40	-6	nt	1	0
41	nt	nt	1	0
42	14	nt	-23	6
43	-19	5	-3	12
44	3	2	nt	nt
45	8	-3	-3	-4

Next structures.
nr	mol	PAX8 inh HTS	FN deposit inh	Cneo AK release	PGC1a acetyl inh
46	Nc1ccn([C@@H]2O[C@H](CNS(=O)(=O)c3cc4ccccc4s3)[C@@H](O)[C@H]2O)c(=O)n1	1	8	0	nt
47	O=C(NC1CC2CCCC(C1)N2Cc1ccccc1)c1cccc(Cl)c1 (configuration not stated)	-11	-2	0	-3
48	Cc1ccnc2nc(C(=O)OCCOc3ccc(Cl)cc3)nn12	-2	-2	nt	0
49	Cc1ccc(CCNS(=O)(=O)c2c(C)nc3sccn3c2=O)cc1	-13	12	0	4
50	O=C(N[C@H]1CC[C@@H](CCNC(=O)C2CCOCC2)O[C@H]1CO)c1ccccn1	-4	5	4	-3
51	CCOC(=O)C1=C(C)N(CCCC(=O)O)C(=O)NC1c1ccc(OC)cc1 (configuration not stated)	-2	1	-4	-2
52	Cn1c(SCc2ccccc2F)nnc1-c1cnccn1	nt	-6	2	3
53	COc1cc2c(cc1NC(=O)CC1SC(N3CCCC3)=NC1=O)oc1ccccc12 (configuration not stated)	1	-5	-1	-16
54	O=C(O)C1CCC(=O)N1Cc1ccc(F)cc1 (configuration not stated)	nt	nt	2	-3
55	C[C@@H]1CN([C@H](C)CO)C(=O)c2cc(NC(=O)Nc3ccccc3)ccc2O[C@H]1CN(C)Cc1ccccc1	-15	-2	-5	-12
56	CCOc1cc(/C=N/NC(=O)c2cccnc2)cc(Br)c1OCC(N)=O	7	-7	nt	nt
57	C=CCNC(=S)NNC(=O)c1cccc(Br)c1	-16	1	nt	nt
58	COc1cc(/C=c2\sc3n(c2=O)CCCN=3)ccc1O	-35	-10	0	nt

nr	LGR2 inh	miR-122 sensor	Casp6 inh	EWS-Fli block
46	0	-2	2	-3
47	13	-12	-2	-2
48	-4	nt	2	1
49	22	3	-1	6
50	3	nt	4	-5
51	nt	-5	0	-11
52	nt	1	nt	nt
53	nt	-10	nt	nt
54	1	-3	0	1
55	-17	-2[16.7 µM]	0	12
56	2	nt	-1	5
57	0	nt	-1	-15
58	nt	-2	nt	nt

Just LGR2 inh and Cneo AK release, for some of the entries so far:
| No. | SMILES | LGR2 inh | Cneo AK release |
| --- | --- | --- | --- |
| 19 | Cc1ccc2c(SCC(=O)NCc3ccco3)nc(-c3ccc(F)cc3)nc2c1 | 2 | -1 |
| 20 | Cc1noc(C)c1S(=O)(=O)Nc1ccc2c(c1)C(=O)N([C@H](C)CO)C[C@@H](C)[C@@H](CN(C)C(=O)Nc1ccc3c(c1)OCO3)O2 | -3 | 19 |
| 21 | COC(=O)c1c(NC(=O)CN2CCN(C(=O)c3ccco3)CC2)c2cc(C)ccc2n1C | nt | 0 |
